Screens from PubChem BioAssay.
M1 PAM parental – nonselective activator or artifact in parental CHO-K1 calcium assay. ATP EC20, Fluo-8 calcium fluorescence; 0% at ATP EC20, 100% at ATP max. activation, % at 3 µM. 360,000 tested, 0.02% active. AID 602247;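 active = activation above the run cutoff, the mean activation of all test compounds plus 3 SD, cut at about 40% in these data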;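 note: peak over basal fluorescence ratio in a 140 s read after ATP addition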
V1R ag counter – counter-screen for oxytocin receptor agonists: human V1a receptor agonists | AID 2797 | 320,000 tested, 0.25% active | activation, % at 3 µM | P37288 | CHO-V1R cells, Fluo-8 calcium fluorescence, agonist mode; 0% DMSO, 100% 3 nM vasopressin;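 active = activation above the mean activation of all tested compounds plus 3 SD, per screening run, cut at about 20% in these data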;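 note: signal is peak over basal fluorescence ratio across a 100 second FLIPR read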
CHO parental Ca – signal in parental CHO cells, OX1R antagonist counter-screen | parental CHO-K1, ATP-induced calcium, Fluo-8 fluorescence | inhibition, % at 5.6 µM | 330,000 tested, 0.63% active | AID 463079;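 active = inhibition above that plate's mean sample inhibition plus 3 SD, cut at about 26% in these data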;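 note: 0% = ATP-challenged DMSO wells and 100% = DMSO wells without ATP; some compounds past the cut are filed as inactive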
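Assay system: untransfected parental CHO cell line. Also added: ATP agonist challenge. Dosing: one dose, 5.6 µM nominal. Measured by: Fluo-8 fluorescence. Read-out: % inhibition. Benchmarks: ATP wells versus no-ATP DMSO wells. Repeats: no replicates.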
CHO-K1 Ca antag – nonselective inhibitor or artifact in parental CHO-K1 cells; ATP-induced calcium, Fluo-8 fluorescence; inhibition, % at 3 µM; 360,000 tested, 0.6% active;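 active = inhibition above a per-plate cutoff, the plate's mean sample inhibition plus 3 SD, cut at about 24% in these data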;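 note: 0% = DMSO plus EC80 ATP and 100% = DMSO alone without ATP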
TAAR1 antagonist – antagonists of human TAAR1; Q96RJ0; AID 624466; 360,000 tested, 1.5% active; inhibition, % at 3 µM; CHO RD-HGA16 TAAR1, Fluo-8 calcium fluorescence, antagonist;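 active = inhibition above a per-plate cutoff, the mean inhibition of test compounds on that plate plus 3 SD, cut at about 49% in these data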;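 note: 0% = DMSO plus EC80 beta-PEA response and 100% = DMSO alone without agonist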
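System: RD-HGA16 CHO cells with stable hTAAR1 and Gα16 | Probe or stimulus: EC80 β-phenethylamine stimulus | Dosing: 3 µM, single point | Times: Dye loading 75 min at 37 °C, then 30 min room temperature | Measured by: Fluo-8 calcium-sensitive fluorescence | Read-out basis: % inhibition of agonist calcium response | Replicates: n of 1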
OXTR agonist – human OXTR agonism | activation, % at 3 µM | 320,000 tested, 0.32% active | P30559 | CHO-OTR cells, Fluo-8 calcium fluorescence; normalized: DMSO 0%, oxytocin 100%;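 active = activation above the mean of all tested compounds plus 3 SD, cutoff set per screening run, cut at about 20% in these data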;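 note: peak over basal fluorescence ratio from a 100 s FLIPR kinetic read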
Target sequence (P30559 whole entry, looked up): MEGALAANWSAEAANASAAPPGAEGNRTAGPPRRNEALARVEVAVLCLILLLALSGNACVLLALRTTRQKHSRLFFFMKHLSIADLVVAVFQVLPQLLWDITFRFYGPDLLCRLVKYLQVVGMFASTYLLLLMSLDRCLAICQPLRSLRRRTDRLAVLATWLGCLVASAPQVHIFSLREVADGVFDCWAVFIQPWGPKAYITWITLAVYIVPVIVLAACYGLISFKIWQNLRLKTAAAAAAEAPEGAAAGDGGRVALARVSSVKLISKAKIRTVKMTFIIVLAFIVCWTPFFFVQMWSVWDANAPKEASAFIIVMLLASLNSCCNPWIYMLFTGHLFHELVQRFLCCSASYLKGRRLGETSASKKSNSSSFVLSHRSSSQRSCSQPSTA
GPR7 antagonist – antagonists of human GPR7 (neuropeptides B/W receptor 1). P48145. GPR7-expressing cells, fluorescence antagonist assay. inhibition, % at 4.4 µM. 290,000 tested, 1.1% active. AID 1861; in the data active = inhibition above about 16%, passing the limit was not always enough;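 note: cells stimulated with the agonist NPW; 0% = agonist with vehicle and 100% = vehicle without agonist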
Target sequence (P48145 whole entry, looked up): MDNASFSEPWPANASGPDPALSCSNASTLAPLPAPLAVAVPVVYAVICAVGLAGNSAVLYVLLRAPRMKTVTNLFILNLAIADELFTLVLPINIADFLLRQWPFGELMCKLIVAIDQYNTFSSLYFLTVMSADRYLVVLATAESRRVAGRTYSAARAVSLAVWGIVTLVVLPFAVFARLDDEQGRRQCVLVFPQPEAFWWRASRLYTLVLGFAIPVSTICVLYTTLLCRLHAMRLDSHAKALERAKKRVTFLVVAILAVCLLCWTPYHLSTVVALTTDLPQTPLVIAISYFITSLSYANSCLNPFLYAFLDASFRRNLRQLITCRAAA
OXTR potentiator – potentiates the human oxytocin receptor response. P30559. CHO-OTR cells, Fluo-8 calcium fluorescence, potentiator mode; 0% = oxytocin EC15, 100% = EC100. activation, % at 3 µM. 320,000 tested, 0.061% active;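 active = activation above that plate's cutoff, the mean activation of tested compounds plus 3 SD, cut at about 6.6% in these data, passing the limit was not always enough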;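 note: 100% uses oxytocin at 75 nM as the full agonist control; some results filed as inactive read as strong as hits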
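Material: human OTR in CHO cells. Compound: 3.0 µM, one dose. Timing: compound 6 min at room temperature before oxytocin, 100 s read. Evaluation: % activation of max/min ratio relative to oxytocin controls. Replication: single well per compound, singlicate. Signal: Fluo-8 calcium dye fluorescence.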
CHO-K1 Ca ag – counter-screen for M1 agonists: effect in parental CHO-K1 cells. Fluo-8 calcium fluorescence; scaled to maximal ATP response, vehicle zero. activation, % at 3 µM. 360,000 tested, 0.48% active. AID 602248; in the data active = activation above about 15%;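 note: untransfected CHO-K1 host cells lacking M1 receptor as counterscreen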
An asterisk follows results filed as active; x = no result given.

structure | V1R ag counter | CHO-K1 Ca antag | OXTR potentiator | CHO parental Ca | M1 PAM parental | OXTR agonist | CHO-K1 Ca ag | GPR7 antagonist | TAAR1 antagonist
Cc1cc(C)n(CCC(=O)N/N=C/c2cccc([N+](=O)[O-])c2)n1 | -0.1 | -9.2 | 2.0 | -14.0 | -8.1 | 0.3 | 0.0 | -3.3 | -3.7
Cc1conc1NC(c1cccs1)c1ccc2cccnc2c1O (stereo not drawn) | 0.8 | x | -5.5 | -8.9 | x | 1.8 | x | -6.2 | x
Cc1ccsc1CN(C)C(=O)CN1C(=O)NC2(CCCc3ccccc32)C1=O (stereo not drawn) | 4.0 | -14.9 | -4.7 | -18.6 | 10.6 | 2.4 | -0.1 | x | -12.8
Cn1c(-c2ccc(Br)o2)nc2cc(Br)ccc21 | 0.3 | -15.7 | -4.4 | -21.5 | 12.7 | -1.8 | -0.8 | -5.3 | -17.5
CN1C(=O)c2ccccc2C(C(=O)O)C1c1cccc(Cl)c1 (stereo not drawn) | 1.0 | 3.3 | -12.2 | 7.6 | 7.2 | -0.2 | 0.3 | 2.8 | -12.1
O=C(CNC(=O)c1ccccc1Br)N/N=C/c1cccs1 | 0.0 | -15.1 | -10.8 | 1.9 | 12.7 | -0.5 | 1.4 | -6.4 | -19.4
O=C(c1ccccc1)c1ccc(OCC(O)CN2CCN(S(=O)(=O)N3CCCCC3)CC2)cc1 (stereo not drawn) | 9.4 | 9.4 | -10.3 | -0.6 | -6.2 | 7.0 | 14.2 | 1.7 | 18.8
O=C1CC(c2ccc(F)cc2)CC(O)=C1C=NCCN1CCNCC1 (stereo not drawn) | 0.3 | 12.8 | -7.1 | 5.8 | -5.0 | 0.0 | 0.0 | -13.7 | 3.3
CC(C)N(Cc1nc(COc2ccccc2)no1)Cc1nccn1C | -0.1 | -7.2 | 2.9 | -13.4 | 16.8 | 0.9 | 0.4 | -3.8 | -5.9
O=C(COC(=O)c1cc(-c2cccs2)nn1-c1ccccc1)Nc1ccc(F)c([N+](=O)[O-])c1 | 0.6 | 9.5 | 0.9 | -4.3 | 4.3 | 1.2 | 2.4 | 6.2 | 49.2*
Cc1ccc(CNc2nc(NCc3ccccc3)nc3ccsc23)c(C)c1 | x | 7.4 | x | x | 3.6 | x | 6.7 | x | 54.4*
Cc1cccc(-n2c(C)cc(C)c(C#N)c2=O)c1 | 0.2 | 3.4 | -0.2 | -8.7 | -1.1 | -0.5 | -0.4 | -12.1 | -11.6
CCOc1ccccc1NC(=S)NCCCn1ccnc1 | -0.2 | 1.4 | -16.8 | -7.8 | -15.1 | -1.3 | -0.2 | 8.8 | -6.1
CCNC(=O)CSc1nc2ccccc2c(=O)n1-c1cc(OC)ccc1OC | -0.3 | -39.1 | 3.5 | -20.7 | 10.5 | -0.1 | 0.1 | -0.3 | 3.5
CCOC(=O)c1ccc(N2C(=O)C(C)=C(C)C2=O)cc1 | 0.0 | -2.5 | -12.0 | -11.3 | -6.3 | -0.6 | 0.3 | -7.3 | -21.6
COc1ccccc1NC(=S)N(Cc1ccc(C(=O)O)cc1)Cc1ccc(OC)c(OC)c1 | 0.7 | 2.2 | 2.4 | 6.2 | -1.7 | 0.6 | -0.1 | 14.6 | -7.6
C/C(Cn1nnc2ccccc21)=N\OC(=O)c1cc(F)c(F)cc1Cl | 1.0 | -9.0 | -12.3 | -9.1 | 17.7 | -0.9 | 2.4 | -5.7 | -5.3
CNS(=O)(=O)c1cccc(C(=O)OCC(=O)c2ccc(S(=O)(=O)N3CCCCC3)cc2)c1 | 3.5 | 1.6 | -14.7 | -10.9 | -21.9 | 2.7 | 2.8 | x | 21.6
Cc1cc(NC(=O)CSc2nc3cc(Cl)ccc3c(=O)n2C(C)C)no1 | x | -1.3 | x | x | 2.4 | x | -0.2 | x | -11.2
COc1ccccc1OCCn1c(CO)nc2ccccc21 | 0.6 | 3.8 | -4.1 | -5.5 | 0.2 | 0.1 | 0.5 | 5.1 | 2.1
Cc1cccc(-c2nnc(NC(=O)c3ccco3)s2)c1 | 4.3 | -0.8 | -8.2 | -9.8 | -8.9 | 2.3 | 0.3 | -4.2 | -15.5
COc1cc(NC(=S)NC(=O)CC(C)C)ccc1NC(=O)c1cc2ccccc2o1 | 1.0 | -7.3 | 4.1 | 0.5 | 6.4 | 0.5 | 0.1 | -3.0 | 6.7
COc1ccccc1C(=O)Nc1ccnn1C1CCN(Cc2csc(C(C)=O)c2)CC1 | 2.4 | 2.5 | -2.0 | -27.5 | -7.2 | -0.6 | 1.7 | -11.5 | 5.3
COc1ccccc1NC(=O)c1ccc(NC(=O)COC(=O)C2(C)CC2(Cl)Cl)cc1 (stereo not drawn) | 0.8 | 3.8 | -1.2 | -8.1 | 7.9 | 0.3 | 10.4 | -10.9 | 63.0*
COc1cccc(-c2nn(C)c3sc(C(=O)NCc4ccc(C)o4)cc23)c1 | 0.6 | -14.5 | 2.1 | -21.7 | 10.1 | -1.4 | 0.2 | -14.2 | 10.8
CC(C)[C@H](NC(=O)c1ccco1)C(=O)OCC(=O)Nc1cccc(F)c1 | -0.1 | -3.8 | -3.9 | -4.3 | 17.2 | 0.4 | 0.7 | -1.9 | -45.5
C/C(=N/NC(=O)c1ccccc1O)c1ccc(N2C(=O)C3CCCCC3C2=O)cc1 (stereo not drawn) | 3.1 | -1.5 | -17.4 | -2.6 | 12.0 | 1.8 | 1.8 | 4.4 | 0.4
COc1ccc(-c2cnc3c(NC(C)=O)cc(-c4ccccc4CN(C)C)cn23)cc1OC | x | -6.4 | x | x | 17.1 | x | 1.5 | x | -11.3
CCCNc1cc(C)oc(=O)c1C(=O)CCC | -0.6 | -15.7 | 2.1 | -14.8 | 6.0 | -1.4 | -0.2 | -7.0 | 4.7
CCOC(=O)c1ccc(NC(=O)CNC(=O)C23CC4CC(CC(C4)C2)C3)cc1 | 0.4 | 9.0 | -8.8 | -10.5 | -15.1 | 0.0 | 0.5 | -16.6 | 0.0
CCOc1cc(/C=N\NC(=O)c2c(C)nc3ccccn23)ccc1O | 0.2 | 1.5 | -13.0 | -3.2 | -16.3 | -0.6 | 0.4 | -8.2 | -8.5
CN(C)c1ccc(P(=O)(OC2CCCCC2)C(O)c2ccncc2)cc1 (stereo not drawn) | -0.2 | -10.7 | -6.0 | -8.6 | 22.5 | 0.2 | 0.9 | 1.8 | -14.4
CCNS(=O)(=O)c1ccc(C(=O)OCc2cc(=O)oc3cc(OC)ccc23)cc1 | 2.5 | -21.3 | -4.3 | -9.6 | 7.4 | 0.8 | 6.8 | -4.3 | 11.5
COc1ccc(NC(=O)COC(=O)[C@@H]2CCCN2C(=O)c2cccs2)c(OC)c1 | -0.9 | 0.8 | -4.0 | -18.4 | 0.5 | -0.1 | 0.9 | -5.8 | 2.2
Cc1ccccc1N1CCN(C2CCCN(C(=O)CCC(F)(F)F)C2)CC1 (stereo not drawn) | -0.8 | -8.8 | -5.3 | -21.6 | 14.7 | -2.2 | 0.1 | -16.1 | -14.4
COc1ccc2nc(/N=C(\N)NC(=O)Nc3ccccc3)nc(C)c2c1 | -0.8 | -7.0 | -3.8 | -20.2 | 16.3 | -0.8 | 0.7 | -6.1 | 34.4
Cc1ccc(-c2n[nH]c(=O)c3ccccc23)cc1S(=O)(=O)NCCN1CCOCC1 | -0.8 | 3.1 | -13.0 | -17.5 | 4.6 | 0.7 | -0.1 | -18.7 | 0.3
Cc1ccccc1-c1cc(C(=O)NCc2cccc(C(F)(F)F)c2)nn1CC1CC(c2cccc([N+](=O)[O-])c2)=NO1 (stereo not drawn) | 0.1 | -21.2 | -16.2 | -12.2 | 14.7 | -0.3 | 1.4 | x | 1.6
COc1ccc(C2=NOC(C(=O)Nc3cccnc3)C2)cc1 (stereo not drawn) | 1.6 | 1.8 | -3.5 | -3.5 | -6.9 | 2.6 | -0.1 | -3.5 | -2.2
CCc1nn(C(CC)C(=O)NCCCN2CC(C)CC(C)C2)c(=O)c2cc3oc(C)cc3n12 (stereo not drawn) | -0.8 | -3.1 | -2.0 | -26.8 | 6.9 | -1.3 | -1.6 | -24.2 | -15.8
COc1ccc(CCNC(=O)C(CCC(N)=O)NS(=O)(=O)c2ccc(Cl)cc2)cc1OC (stereo not drawn) | 1.1 | -5.3 | 2.4 | -11.1 | -9.6 | -1.0 | -0.5 | -14.7 | -3.5
O=C(C1CCCN(Cc2ccccc2F)C1)N1CCCC1 (stereo not drawn) | 0.8 | -13.2 | -5.8 | -7.6 | 6.8 | 1.0 | 0.6 | -5.7 | -45.4

4 compounds drawn at random from the list so far, as already listed:
structure | V1R ag counter | CHO-K1 Ca antag | OXTR potentiator | CHO parental Ca | M1 PAM parental | OXTR agonist | CHO-K1 Ca ag | GPR7 antagonist | TAAR1 antagonist
COc1ccc(NC(=O)COC(=O)[C@@H]2CCCN2C(=O)c2cccs2)c(OC)c1 | -0.9 | 0.8 | -4.0 | -18.4 | 0.5 | -0.1 | 0.9 | -5.8 | 2.2
CCOc1cc(/C=N\NC(=O)c2c(C)nc3ccccn23)ccc1O | 0.2 | 1.5 | -13.0 | -3.2 | -16.3 | -0.6 | 0.4 | -8.2 | -8.5
CCc1nn(C(CC)C(=O)NCCCN2CC(C)CC(C)C2)c(=O)c2cc3oc(C)cc3n12 (stereo not drawn) | -0.8 | -3.1 | -2.0 | -26.8 | 6.9 | -1.3 | -1.6 | -24.2 | -15.8
COc1ccc(C2=NOC(C(=O)Nc3cccnc3)C2)cc1 (stereo not drawn) | 1.6 | 1.8 | -3.5 | -3.5 | -6.9 | 2.6 | -0.1 | -3.5 | -2.2
